High-throughput results (PubChem)
ARNT TACC3 PPI – disruptors of human ARNT/TACC3 interaction. Q9Y6A5. AlphaScreen His-ARNT PAS-B/GST-TACC3 binding, luminescence; TACC3 fragment carries E629A point mutation. inhibition, % at 9.99 µM. 390,000 tested, 0.66% active. AID 623870;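 active = mean inhibition of replicates at least 50% and at least half of replicates each reaching 50%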;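 note: 0% = complete ARNT plus TACC3 wells and 100% = ARNT alone without TACC3; many hits fall short of the cut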
Cneo AK release – Cryptococcus neoformans lysis via adenylate kinase release; 360,000 tested, 0.2% active; AID 651654; lysis activity, % at 15 µM; C. neoformans lysis, adenylate kinase release luminescence, 4 h; normalised: neutral wells 0, clomiphene wells 100;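 active = mean lysis activity across replicates of at least 80%, whatever share of replicates individually reach that level; inactive = mean lysis activity below 80%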
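Material: C. neoformans cells | Amount: Yeast cell density of 5 × 10^6 cells/mL | Medium: Fresh YPD growth medium | Dosing: Single dose | Times: Static 4 h at 37 °C with compound, 1 h detection | Detection: AK luminescence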
esBAF inh – blocks esBAF chromatin remodeling in mouse ES cells | Bmi1-luciferase knock-in reporter, 24 h; 100% = twice the neutral-well signal | reporter increase, % at 12.5 µM | 350,000 tested, 2% active; in the data active = activation above about 40%;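 note: 0% = median of the plate's neutral control wells and 100% = double that signal; a rise in the Bmi1 reporter signal indicates esBAF inhibition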
Statin myotox sup – protects C2C12 myotubes from simvastatin toxicity. ATP luminescence, 48 h; scaled: DMSO 0, geranylgeraniol control 100. rescue of ATP level, % at 7.49 µM. 330,000 tested, 0.78% active;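 active = mean ATP rescue above about 67%, or every replicate alone reaching that limit, limit read from the data, passing the limit was not always enough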;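 note: myotubes were challenged with 10 µM simvastatin during compound exposure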
miR122 inh – inhibitors of miR-122 in Huh7 cells. Huh7 miR-122 Renilla luciferase sensor, 48 h; neutral wells = 0, positive control = 100. activation (reporter increase), % at 12.5 µM. 340,000 tested, 0.3% active;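 active = mean replicate activation score at least 90 and every replicate individually at or above 90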;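 note: higher luciferase means less miR-122 activity so hits act as miR-122 inhibitors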
ERp5 inh – inhibitors of human ERp5. Q15084. ERp5 insulin aggregation, absorbance 650 nm, 90 min. inhibition, % at 9.99 µM. 350,000 tested, 0.05% active. AID 651711;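 active = mean replicate inhibition above about 25%, with every replicate also reaching it, limit read from the data, passing the limit was not always enough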
Target sequence (Q15084 whole entry, looked up): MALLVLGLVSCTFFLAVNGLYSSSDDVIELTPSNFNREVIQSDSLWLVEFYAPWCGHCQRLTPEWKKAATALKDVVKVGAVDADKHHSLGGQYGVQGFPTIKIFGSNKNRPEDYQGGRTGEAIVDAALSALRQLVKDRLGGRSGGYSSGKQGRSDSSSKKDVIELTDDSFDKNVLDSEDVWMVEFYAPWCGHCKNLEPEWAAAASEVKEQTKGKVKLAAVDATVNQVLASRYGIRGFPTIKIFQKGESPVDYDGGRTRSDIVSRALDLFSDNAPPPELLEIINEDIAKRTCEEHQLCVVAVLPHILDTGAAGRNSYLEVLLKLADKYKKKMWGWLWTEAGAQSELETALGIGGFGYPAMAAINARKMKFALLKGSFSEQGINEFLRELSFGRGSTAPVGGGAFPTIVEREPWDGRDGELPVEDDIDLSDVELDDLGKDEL
SIRT5 inh – inhibitors of human sirtuin-5 desuccinylase | Q9NXA8 | Purified SirT5, succinyl-peptide AMC, trypsin-coupled fluorescence | inhibition, % at 15 µM | 330,000 tested, 1.1% active | AID 652115; in the data active = inhibition above about 15%
Target sequence (Q9NXA8 whole entry, looked up): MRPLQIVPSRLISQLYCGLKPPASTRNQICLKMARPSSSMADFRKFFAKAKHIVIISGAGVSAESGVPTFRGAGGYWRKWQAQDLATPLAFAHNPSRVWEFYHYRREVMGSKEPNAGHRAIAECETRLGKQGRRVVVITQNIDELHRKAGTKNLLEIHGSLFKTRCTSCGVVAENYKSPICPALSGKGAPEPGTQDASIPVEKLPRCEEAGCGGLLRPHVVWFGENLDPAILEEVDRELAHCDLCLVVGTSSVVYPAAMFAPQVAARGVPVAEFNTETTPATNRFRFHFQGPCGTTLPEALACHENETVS
Starred values were filed as active, the others as inactive; / = not tested or not shown; [ ] = dose if it differs, or a comment.

Values in the order: miR122 inh	esBAF inh	SIRT5 inh	ARNT TACC3 PPI	Statin myotox sup	ERp5 inh	Cneo AK release
> CCN(CC)CCCn1c2c(c(SCC(=O)Nc3cc(C)cc(C)c3)nc1=O)CCC2
  -7	-7	-2	/	7	-1	-1
> Cc1ccc(S(=O)(=O)NC(=O)C2(C)CCN2C(=O)Cc2cccs2)nc1 (stereo unspecified)
  -1	-2	/	/	-21	2	-2
> CC(=O)Nc1ccc(S(=O)(=O)Oc2ccccc2N2C(=O)C3C4CCC(C4)C3C2=O)cc1 (stereo unspecified)
  -4	1	0	-3	-5	0	-2
> O=C(CCCN=C1NS(=O)(=O)c2ccccc21)OCc1cc([N+](=O)[O-])cc2c1OCOC2
  -7	-6	/	-5	-3	-4	/
> CC(C)c1cc(C(=O)N2CCCC(CCC(=O)NCc3ccccc3F)C2)n(C)n1 (stereo unspecified)
  -8	3	0	-1	1	0	-2
> Cc1nc2c(OCc3ccc(C(F)(F)F)cc3)cccn2c1N(C)C(=O)CCC1CCCC1
  -2	1	1	/	-6	7	1
> Cc1ccc(N2CC(C(=O)Nc3nnc(C)s3)CC2=O)cc1 (stereo unspecified)
  0	-9	-4	-2	18	0	1
> CCCOc1ccc(C(=O)CCC(=O)NNC(=O)c2cccs2)cc1
  /	0	0	-20	3	2	0
> Cc1nn(C)cc1S(=O)(=O)N1CCN(Cc2ccccc2Cl)CC1
  /	/	0	-8	/	1	/
> Clc1ccccc1Nc1nc(NCC2CC2)nc2ccsc12
  0	-8	-2	/	-7	5	-1
> COc1cccc(C(=O)Nc2cccc3ccccc23)c1
  -6	12	4	-2	3	5	-3
> CN1CCNC(=O)C1CC(=O)N1CC=C(c2ccc(F)cc2)CC1 (stereo unspecified)
  -10	2	-3	10	2	-2	-3
> COc1cnc(-c2ccccn2)nc1Sc1ccc(F)cc1
  /	/	1	46*	/	3	/
> COc1ccccc1C#Cc1ccc([C@@H]2[C@H](CO)N3CCCCN(CCC(F)(F)F)C[C@@H]23)cc1
  -16[16.7 µM]	-1	-2	26	-8	3	10
> CCNC(=O)C1(C)CCCN(CCOc2ccc(Cl)cc2)C1 (stereo unspecified)
  -2	-7	/	/	-1	/	1
> Cn1cnc(S(=O)(=O)N2C[C@@H](O)COC[C@@H]3O[C@@H](CC(=O)N4CCN(c5ccccc5)CC4)CC[C@H]32)c1
  -2[16.7 µM]	1	-2	2	-1	-7	0
> O=C(CSc1nc2ccccc2[nH]1)c1ccccc1F
  6	52*	1	0	4	0	0
> OC(c1ccccc1)(c1nc(-c2cc3ccccc3o2)cs1)C(F)(F)F (stereo unspecified)
  17	-15	0	/	-52	4	1
> O=C(CSc1nc2c(c(=O)n1-c1ccccc1)SCC2)N1CCOCC1
  -2	-6	2	-3	13	0	0
> O=C1/C(=C\c2cccc(O)c2)SC(=S)N1Cc1ccccc1
  -10	0	-3	10	46	9	46
> COc1ccc(C(C)=O)cc1COC(=O)c1cc2ccccc2cc1O
  -6	0	-5	9	-3	0	4
> Cc1cccc(OCCCC(=O)Nc2ccc(N3CCCCC3)cc2)c1C
  -7	5	/	9	9	/	-4
> O=C(COC(=O)c1ccc(O)cc1O)NCCN1C(=O)CSC1=O
  -2	-3	-2	-3	-2	2	-3
> O=C(Cn1c(=O)oc2ccccc21)N(Cc1ccccc1)C1CCS(=O)(=O)C1 (stereo unspecified)
  86	-11	/	-3	-15	/	1
> CC(C)NC(=S)N1CCN(S(C)(=O)=O)CC1
  -19	-1	4	-1	-3	2	/
> O=C(Nc1ccon1)c1ccc(S(=O)(=O)N2CCOCC2)cc1
  /	/	10	-8	/	1	/
> COc1ccccc1-c1nc(SC)n[nH]1
  -1	12	-2	/	3	6	1
> O=C(c1ccc2c(c1)OCO2)N1CCCCN2[C@H](CO)[C@@H](c3ccc(-c4ccccc4)cc3)[C@@H]2C1
  33[16.7 µM]	/	5	-3	/	2	1
> CCc1ccccc1OCC(=O)Nc1ccc2c(c1)OCCO2
  -1	29	0	16	3	-1	3
> CCCNC(=O)C(Cc1cccc(OC)c1)NC(=O)c1ccc(C#N)cc1 (stereo unspecified)
  -7	-2	/	-2	7	1	4

Gathered by group: those above containing a CF3 group (three)
Values in the order: miR122 inh	esBAF inh	SIRT5 inh	ARNT TACC3 PPI	Statin myotox sup	ERp5 inh	Cneo AK release
> Cc1nc2c(OCc3ccc(C(F)(F)F)cc3)cccn2c1N(C)C(=O)CCC1CCCC1
  -2	1	1	/	-6	7	1
> COc1ccccc1C#Cc1ccc([C@@H]2[C@H](CO)N3CCCCN(CCC(F)(F)F)C[C@@H]23)cc1
  -16[16.7 µM]	-1	-2	26	-8	3	10
> OC(c1ccccc1)(c1nc(-c2cc3ccccc3o2)cs1)C(F)(F)F (stereo unspecified)
  17	-15	0	/	-52	4	1

The results go on:
Values in the order: miR122 inh	esBAF inh	SIRT5 inh	ARNT TACC3 PPI	Statin myotox sup	ERp5 inh	Cneo AK release
> CC(=O)NC1=NC(=O)/C(=C/N2CCOCC2)S1
  /	-2	/	-4	20	/	3
> Cc1cccc(OCC(=O)Nc2ccc3c(c2)C(=O)NC3=O)c1
  -6	-3	4	/	10	-2	0
> CCc1nc2ccc(C(=O)N3CCN(c4ccc(Cl)cc4)CC3)cc2nc1CC
  -1	5	0	1	-1	2	3
> CCOC(=O)Nc1sc(=S)n(C)c1C
  -4	-7	/	4	-2	/	3
> C[C@H](CO)N1C[C@H](C)[C@@H](CN(C)CC2CCCCC2)OCCCC[C@H](C)Oc2ccc(NS(=O)(=O)c3cn(C)cn3)cc2C1=O
  9[16.7 µM]	1	-1	-4	-14	-3	-1
> O=C(C[C@@H]1CC[C@H](NC(=O)c2ccc(F)cc2)[C@@H](CO)O1)NCc1ccncn1
  /	-6	-1	-9	-3	-3	1
> Cc1cccc(S(=O)(=O)N[C@@H]2CC[C@H](CCNS(=O)(=O)c3ccccc3F)O[C@@H]2CO)c1
  /	8	-2	3	2	-1	9
> O=C(CCn1nnc(-c2cccs2)n1)N1CCc2ccccc2C1
  -1	-4	0	-6	-3	-3	-1
> COc1ccc(NC(=O)C(NC(=O)Cc2cccs2)c2ccc(C)cc2)cc1 (stereo unspecified)
  -4	/	-1	-6	/	4	7
> COc1cc(CN2CCC(C(=O)NC(c3ccccc3)c3ccsc3)CC2)cc(OC)c1 (stereo unspecified)
  -6	-8	-2	/	-7	-4	1
> COC(c1ccccc1)c1nnc(CCC(=O)NCCCc2ccccc2)o1 (stereo unspecified)
  -2	22	-4	-7	0	4	4
> O=C(CCl)NNC(=O)c1c(O)c2ccccc2[nH]c1=O
  1	13	1	-1	5	-6	-4
> CCCCn1nc(NS(=O)(=O)c2cccc3nonc23)c2cc3cccc(C)c3nc21
  /	-8	1	2	14	2	0
> C[C@H]1CN([C@@H](C)CO)C(=O)Cc2cc(NC(=O)Cc3ccccc3)ccc2O[C@H]1CN(C)C(=O)NC1CCCCC1
  -1[16.7 µM]	6	-4	9	8	-2	-13
> COc1ccc(/C=C(\NC(=O)c2ccccc2)C(=O)NCCC(=O)O)cc1
  /	/	0	-5	/	-15	/
> CCc1cccc(C)c1NC(=O)CSc1nnc(-c2cc3cc(Br)ccc3o2)n1CC
  -14	-7	/	3	-13	/	-2
> Cc1ccc(OCC(=O)O/N=C(\N)c2ccccn2)cc1C
  -4	/	-2	/	/	5	-7
> Cc1ccccc1NC(=O)Cc1nc(CSc2nnc(C3CCCCC3)n2N)cs1
  8	-4	/	11	8	/	-1
> CCCNC(=O)C[C@@H]1CC[C@@H]2[C@@H](COc3ccc(NC(=O)c4ccc5c(c4)OCO5)cc3C(=O)N2C)O1
  -12[16.7 µM]	2	1	9	-17	-2	-1
> CNC(=O)C[C@H]1CC[C@H]2[C@@H](COC[C@@H](O)CN2S(=O)(=O)c2ccc(Oc3ccccc3)cc2)O1
  3[16.7 µM]	-1	-3	-19	-1	-2	-1
> O=C(N[C@H]1CC[C@H](CCNC(=O)c2ccccc2F)O[C@@H]1CO)c1cnccn1
  /	-1	2	-9	-6	21	45
> COc1ccc(CCNCC2C(Oc3ccc(Cl)cc3)C(=O)N2c2ccccc2C)cc1OC (stereo unspecified)
  /	/	-1	2	/	0	/
> O=C(NCc1ccccc1Cl)C1CCN(S(=O)(=O)N2CCOCC2)CC1
  -5	4	0	-2	13	-3	-2
> CCOc1ccc(S(=O)(=O)NCC(c2ccc3c(c2)OCO3)N2CCN(C)CC2)cc1 (stereo unspecified)
  2	0	2	14	7	11	-2
> CC(=O)c1c(OC(=O)c2ccccc2)c2ccccc2n1C
  14	-3	/	-5	-2	-6	1
> C[C@@H]1CCCCO[C@@H](CN(C)C(=O)c2ccncc2)[C@@H](C)CN([C@@H](C)CO)C(=O)c2cc(NC(=O)CCC(F)(F)F)ccc2O1
  0[16.7 µM]	-11	/	2	/	/	3
> CN1CCN(CCCNC(=O)Cn2nc(-c3ccccc3)ccc2=O)CC1
  -5	-5	/	-3	-16	/	1
> CCCNC(=O)Nc1ccc2c(c1)C(=O)N(C)C[C@@H](OC)[C@@H](C)CN(C(=O)C1CCCCC1)[C@@H](C)CO2
  /	1	3	-7	-1	1	1
> COc1cccc(/C=N/NC(=O)CN2C(=O)NC3NC(=O)NC32)c1 (stereo unspecified)
  1	/	/	1	/	/	-1
> O=C(c1cccc(F)c1)N1CCCCN2[C@H](CO)[C@@H](c3ccc(/C=C/c4ccccc4)cc3)[C@H]2C1
  -15[16.7 µM]	/	0	1	/	-3	51
> CCOc1ccccc1C(=O)NCC(=O)NCCSc1ccc(Br)cc1
  -1	0	-2	-3	18	-4	-2
> COc1ccccc1N(CC(=O)NC(C)(C)C)C(=O)CCC(=O)Nc1nccs1
  -6	-3	-3	-2	10	0	0
> CN(C)S(=O)(=O)N1CCC(Cc2ccccc2)CC1
  3	8	/	-6	-1	/	0
> C[C@@H]1CN([C@@H](C)CO)C(=O)Cc2cc(NC(=O)Nc3cccc4ccccc34)ccc2O[C@@H]1CN(C)C
  -2[16.7 µM]	5	0	-9	-25	2	-1
> COCC(C)NCc1cccc(C)c1 (stereo unspecified)
  -2	-5	/	3	-12	/	0
> O=S(=O)(NCC(c1cccnc1)N1CCN(c2ccccc2F)CC1)c1cccs1 (stereo unspecified)
  /	7	-7	1	17	1	-3
> COCC#Cc1ccc([C@@H]2[C@@H](CO)N3CCCCN(Cc4cncnc4)C[C@H]23)cc1
  -5[16.7 µM]	/	3	0	/	0	1
> COc1ccc(CCNC(=S)Nc2ccccc2)cc1
  16	23	-3	-1	6	-5	15
> O=C(NCc1ccccc1Cl)C1CCCN1S(=O)(=O)c1ccccc1F (stereo unspecified)
  1	-3	-3	-8	1	0	1
> CCOc1ccccc1CNC(=O)C1CCN(c2nc3ccccc3o2)CC1
  0	-2	/	3	12	/	-3
> Cc1noc(C)c1S(=O)(=O)N(C)C[C@@H]1OCCCC[C@H](C)Oc2ccc(NC(=O)NC(C)C)cc2C(=O)N([C@H](C)CO)C[C@H]1C
  5[16.7 µM]	4	8	2	/	-2	41
> COCC(=O)Nc1ccc2c(c1)C(=O)N(C)C[C@H](OC)[C@@H](C)CN(C(=O)C1CCCC1)[C@@H](C)CO2
  1[16.7 µM]	-17	-2	-6	5	-2	1
> Cc1nc2cc(NC(=O)CSc3nc4c(C)cccc4cc3C#N)ccc2s1
  -8	-4	/	0	-21	/	4
> O=C(O)c1cccc(NS(=O)(=O)c2cccc(C(=O)Nc3ccccc3[N+](=O)[O-])c2)c1
  0	-11	4	-1	15	3	1
> O=C1OCCC1Sc1nc2ccccc2s1 (stereo unspecified)
  0	4	/	-13	12	/	3
> O=C(O)Cc1c(-c2ccccc2)c2cc(Cl)ccc2[nH]c1=O
  /	-3	0	-9	6	1	/

Two entries from above in a different format.
O=S(=O)(NCC(c1cccnc1)N1CCN(c2ccccc2F)CC1)c1cccs1 (stereo unspecified)
- miR122 inh: /
- esBAF inh: 7
- SIRT5 inh: -7
- ARNT TACC3 PPI: 1
- Statin myotox sup: 17
- ERp5 inh: 1
- Cneo AK release: -3
COCC#Cc1ccc([C@@H]2[C@@H](CO)N3CCCCN(Cc4cncnc4)C[C@H]23)cc1
- miR122 inh: -5[16.7 µM]
- esBAF inh: /
- SIRT5 inh: 3
- ARNT TACC3 PPI: 0
- Statin myotox sup: /
- ERp5 inh: 0
- Cneo AK release: 1
